Bioassay records (PubChem)
H69AR growth 86K: blocks growth of human H69AR lung tumor cells; H69AR lung tumor viability, ATP luminescence, 72 h; hits give low values; viability, % at 10 µM; 6% of 85,000 active;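 active = viability at or below 40%; inactive = viability above 40%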;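 also: multidrug resistant small cell line overexpressing MRP-1 efflux transporter; 100% = mean luminescence of untreated control wells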
Smad3 FoxH1 inh: Smad3 (human) transcription factor binding inhibition; P84022; TR-FRET Smad3/Dy647-FoxH1 peptide binding, europium anti-His; inhibition, % at 25 µM; 0.29% of 88,000 active; AID 630;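 active = compounds that reduce the energy-transfer binding signal between the protein and its labelled peptide by more than half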;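 also: 0% = Smad3 plus labelled peptide maximal FRET and 100% = peptide-only background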
Target sequence (P84022 whole entry, looked up): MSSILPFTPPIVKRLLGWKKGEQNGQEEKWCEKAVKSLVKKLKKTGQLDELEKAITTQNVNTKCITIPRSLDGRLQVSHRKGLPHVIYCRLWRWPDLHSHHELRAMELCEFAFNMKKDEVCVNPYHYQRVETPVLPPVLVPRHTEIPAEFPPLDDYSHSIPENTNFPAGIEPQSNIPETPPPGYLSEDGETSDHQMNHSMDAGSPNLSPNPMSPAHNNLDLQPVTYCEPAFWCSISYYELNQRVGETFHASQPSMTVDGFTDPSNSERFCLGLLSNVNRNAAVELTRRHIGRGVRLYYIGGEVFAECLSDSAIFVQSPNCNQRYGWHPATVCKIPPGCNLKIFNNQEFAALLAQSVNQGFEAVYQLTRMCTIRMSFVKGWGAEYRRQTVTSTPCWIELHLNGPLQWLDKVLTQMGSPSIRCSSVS
Calb biofilm kill: kills Candida albicans biofilms; 0.14% of 85,000 active; AID 834; C. albicans biofilm + clotrimazole, Alamar Blue; inhibition, % at 6 µM;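 active = inhibition above 20%; inactive = inhibition below 20%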;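 also: preformed 24 hr biofilms exposed to compound for 48 hr; 0% = biofilm without compound and 100% = blank killed by clotrimazole plus chlorhexidine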
HUVEC inhibit: blocks proliferation of human endothelial cells; 1.1% of 86,000 active; viability, % at 10 µM (by protocol); HUVEC proliferation, CellTiter-Glo luminescence, 72 h; hits give low values;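 active = viability at or below 30%; inactive = viability above 30%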;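 also: 100% = median luminescence of DMSO-only cell control wells on each plate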
sEH act: activators of human soluble epoxide hydrolase; P34913; purified human sEH enzymatic activity, activator screen; activation, % at 2 µM; 0.04% of 91,000 active; AID 717; in the data active = activation above about 37%; also: values of inactives mirror those of a sister screen read the other way
ERa SRC1 pot: ER-alpha (human) coactivator binding potentiation | P03372 | TR-FRET ERalpha-LBD/SRC-Cy5 coactivator binding, 2 h; 100 = basal binding, no effect | coactivator binding (% of control), % at 25.6 µM | 1.3% of 86,000 active | AID 639; in the data active = activity above about 200%;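 also: binding measured in presence of low estradiol as agonist stimulus; 0% = peptide alone without receptor and 100% = receptor with peptide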
Target sequence (P03372 whole entry, looked up, the tested form may be a part): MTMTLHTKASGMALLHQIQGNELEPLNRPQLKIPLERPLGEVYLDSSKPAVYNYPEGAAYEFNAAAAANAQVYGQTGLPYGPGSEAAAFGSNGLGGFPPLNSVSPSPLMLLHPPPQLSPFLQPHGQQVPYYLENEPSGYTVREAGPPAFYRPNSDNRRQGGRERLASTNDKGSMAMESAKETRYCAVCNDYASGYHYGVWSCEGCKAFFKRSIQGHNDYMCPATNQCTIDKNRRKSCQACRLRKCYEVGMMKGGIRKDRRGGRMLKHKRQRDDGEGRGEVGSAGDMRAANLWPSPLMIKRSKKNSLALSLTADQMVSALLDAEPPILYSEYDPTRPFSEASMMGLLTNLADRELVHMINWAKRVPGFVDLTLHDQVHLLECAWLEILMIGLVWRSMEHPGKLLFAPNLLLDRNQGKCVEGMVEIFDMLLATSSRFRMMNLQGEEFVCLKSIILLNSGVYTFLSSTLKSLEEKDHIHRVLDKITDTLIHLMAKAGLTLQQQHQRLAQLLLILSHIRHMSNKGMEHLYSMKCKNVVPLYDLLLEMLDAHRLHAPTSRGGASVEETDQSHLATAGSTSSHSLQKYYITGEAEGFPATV
ERa coact inh: blocks coactivator binding to human estrogen receptor alpha | P03372 | TR-FRET ER-alpha LBD / SRC-1 peptide, estradiol-bound | inhibition, % at 25.6 µM | 1.7% of 86,000 active | AID 629; in the data active = inhibition above about 50%;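 also: 0% = receptor plus peptide control and 100% = peptide only without receptor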
Fibroblast inh: blocks proliferation of human lung fibroblasts. LL 47 human lung fibroblast viability, ATP luminescence; hits give low values. viability, % at 10 µM. 1.1% of 85,000 active. AID 719;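 active = viability at or below 50% in the single dose screen; inactive = viability above 50%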;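 also: compound exposure lasted 72 h before the ATP readout; 100% = median luminescence of untreated cell-only wells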
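Test system: LL 47 human lung fibroblasts; Quantity: 1,150 cells/well; Buffer or medium: IMEM plus 15% FBS; Dosing: tenfold compound dosing solution, DMSO at 0.1%; Timing: overnight cell rest, 72 h compound treatment at 37 °C; Detection: ATP-based CellTiter-Glo luminescent readout; Read-out basis: viability percentage against median untreated-cell control; Controls: cell-only wells, no compound.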
ERb coact inh: ER-beta (human) coactivator binding inhibition. 1.3% of 86,000 active. TR-FRET ER-beta LBD / SRC1-Cy5 peptide binding; receptor agonist-loaded with 1 µM estradiol. inhibition, % at 25.6 µM. Q92731;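 active = compounds whose percent inhibition of the receptor-coactivator binding signal exceeds about 50% in the single-dose screen, limit read from the data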;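 also: 0% = receptor plus peptide wells without compound and 100% = peptide-only wells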
Numbers without * were called inactive; nt = not tested or not shown; [ ] = dose if it differs, or a comment. An excerpt; rates above refer to the full screens.

Every second line gives: H69AR growth 86K | Smad3 FoxH1 inh | Calb biofilm kill | HUVEC inhibit | sEH act | ERa SRC1 pot | ERa coact inh | Fibroblast inh | ERb coact inh
- C/C(O)=C(/C#N)c1nc2ccccc2[nH]1
→ 109 | -1 | 2 | 102 | 14 | 99 | -7[fluorescence artefact?] | 107 | -2[fluorescence artefact?]
- CC(OC(=O)CCCN1C(=O)c2ccccc2C1=O)C(=O)Nc1ncc(Cl)cc1Cl (stereo not drawn)
→ 96 | -4 | 10 | 92 | nt | 104 | 15[fluorescence artefact?] | 96 | -7
- CC1CCN(C(=O)CSc2nc3ccccc3s2)CC1
→ 87 | 5 | 6 | 85 | -2 | 91 | 9 | 103 | 14[fluorescence artefact?]
- CC1(NC(=O)C23CC4CC(CC(C4)C2)C3)CCS(=O)(=O)C1 (stereo not drawn)
→ 93 | 10 | 6 | 92 | -2 | 131[fluorescence artefact?] | -1[fluorescence artefact?] | 100 | -3
- Cc1sc2nc(NCCO)[nH]c(=O)c2c1C
→ 99 | 10 | 5 | 94 | nt | 89[fluorescence artefact?] | -5[fluorescence artefact?] | 101 | -9
- Cc1ccc2[nH]c(C)c(/C=N/Nc3nc4ccccc4s3)c2c1
→ 4.6* | -5 | 8 | 42 | 11 | 90 | -3 | 63 | -3
- CCOC(=O)c1sc(NC(=O)CSc2nnnn2-c2ccc(C)cc2C)nc1C
→ 84 | 11[fluorescence artefact?] | 3 | 25* | nt | 164[fluorescence artefact?] | -2[fluorescence artefact?] | 100 | 4
- Cn1c(C2=C(O)CN(c3ccc4c(c3)OCCO4)C2=N)nc2ccccc21
→ 89 | 6 | 5 | 93 | -2 | 104 | 4 | 101 | 4
- Cc1ccc(NC(=O)NC(=O)CN2C(=O)NC3(CCc4ccccc43)C2=O)c(C)c1 (stereo not drawn)
→ 96 | -2 | 1 | 84 | -2 | 105 | 9 | 95 | 2[fluorescence artefact?]
- COc1ccc(Cn2nnnc2C(c2ccccc2OC)N2CCC(C(N)=O)CC2)cc1 (stereo not drawn)
→ 64 | 5 | 3 | 107 | 1 | 100 | -5 | nt | 64*
- COC(=O)C(CC(=O)Nc1cc(C)ccc1C)Nc1ccccc1OC (stereo not drawn)
→ 86 | 0 | 7 | 109 | 11 | 118 | -10 | 101 | -11
- O=c1nc2n(c3c1oc1ccccc13)Cc1ccccc1-2
→ 69 | -11 | 5 | 85 | nt | 123 | -3 | nt | -5
- O=C(Cc1ccc(-n2cccc2)cc1)NC1CCCCC1
→ 82 | 2 | 3 | 105 | -53 | 94 | 26 | 98 | 25
- CSC1=N/C(=C\c2ccc(C)cc2)C(=O)S1
→ 87 | 1 | 4 | 84 | 4 | 98 | 12 | 100 | 0
- CCC(c1nnnn1Cc1ccco1)N1CCC(C(N)=O)CC1 (stereo not drawn)
→ 82 | 10 | 6 | 99 | -4 | 101 | -15 | 102 | -8
- O=C(O)c1ccc(Cl)c(NC(=O)C2CCCN2S(=O)(=O)c2cccc3nsnc23)c1 (stereo not drawn)
→ 107 | 14 | 8 | 101 | 3 | 103 | 0 | 97 | 0
- Cc1cccc(C)c1NC(=O)C(c1cccs1)N(Cc1ccco1)C(=O)Cn1nnc2ccccc21 (stereo not drawn)
→ 71 | -1 | -2 | 101 | nt | 108 | 8[fluorescence artefact?] | 96 | 2[fluorescence artefact?]
- CCSC1=C(C#N)C(c2ccccc2C)CC(=O)N1 (stereo not drawn)
→ 93 | 5 | 4 | 93 | nt | 106 | 2 | 98 | -1
- Cc1csc(NC(=O)CSc2ncnc3c2cnn3-c2ccccc2Cl)n1
→ 65 | -5 | 7 | 101 | -14 | 94 | 0 | 87 | -5
- CC(C)C(=O)N(Cc1cc2ccccc2[nH]c1=O)C(C)(C)C
→ 94 | -14 | 1 | 98 | 0 | 104[fluorescence artefact?] | -3 | 102 | 19[fluorescence artefact?]
- O=S(=O)(Nc1ccc2nc(-c3ccco3)[nH]c2c1)c1ccccc1
→ 96 | 10 | 2 | 93 | 17 | 129[fluorescence artefact?] | 7 | 106 | 15
- CCN(CC)C(=O)c1ccc(Nc2nnc(C)c3ccccc23)cc1
→ 77 | 14[fluorescence artefact?] | 8 | 86 | -9 | 101 | 1 | 92 | -4
- O=C(Nc1nc(-c2ccccc2)cs1)C1CCCN(S(=O)(=O)c2ccccc2)C1 (stereo not drawn)
→ 65 | 11 | 8 | 100 | 2 | 109 | -3[fluorescence artefact?] | 77 | -1
- CS(=O)(=O)N(CC(=O)Nc1ccccc1Sc1ccccc1)C1CCCCC1
→ 66 | -11 | 2 | 76 | -2 | 123 | 6[fluorescence artefact?] | 86 | 3[fluorescence artefact?]
- O=C(CN1C(=O)C2CC=C(Cl)CC2C1=O)NCc1ccccc1 (stereo not drawn)
→ 102 | -11 | 3 | 95 | 10 | 100 | -2 | 106 | 2
- CN1C(=O)C2(C(C#N)=C(N)Oc3c2oc(CO)cc3=O)c2ccccc21 (stereo not drawn)
→ 92 | -15 | 4 | 98 | 11 | 114 | -3 | 98 | 4
- CC(=O)CCS(=O)(=O)c1ccc(NC(C)=O)cc1
→ 0.2* | -1 | 6 | 97 | -6 | 86 | -14 | 93 | -5
- Cc1nc2ccc(NC(=O)N3CCSCC3)cc2nc1C
→ 95 | -3 | 3 | 102 | -5 | 96 | -9[fluorescence artefact?] | 104 | 19[fluorescence artefact?]
- CC(C)(C)c1ccc(C(=O)N2CCCCCC2=O)cc1
→ 96 | 4 | 7 | 107 | 11 | 99 | -6 | 102 | -9
- Cn1cnnc1SCC(=O)Nc1ccc2nc(SCc3ccccc3F)sc2c1
→ 104 | -6 | 6 | 95 | 9 | 53 | 23 | 100 | -5
- CCOC(=O)N1CCN(C(=O)CN(c2cccc(C(F)(F)F)c2)S(C)(=O)=O)CC1
→ 84 | 0 | 10 | 113 | nt | 127[fluorescence artefact?] | -2 | 102 | -2[fluorescence artefact?]
- Cc1nn(C)c(C)c1NC(=O)CN1CCC(O)(c2ccc3c(c2)OCO3)CC1
→ 104 | 2 | 5 | 94 | 0 | 123 | -4 | 88 | 3
- Cc1ccccc1Nc1ncnc2c1cnn2-c1ccccc1
→ 62 | 8 | 12 | 82 | nt | 98 | 5 | 89 | -9[fluorescence artefact?]
- CCC(=O)c1cc(-c2nc3ccccc3n2C)n(C)c1
→ 103 | 8 | 9 | 105 | -7 | 103 | -11 | 106 | -15
- COc1cccc(C(=O)Nc2ncc3c(n2)CC(c2ccc(OC)cc2OC)CC3=O)c1 (stereo not drawn)
→ 18* | -4 | -2 | 57 | -14 | 165 | -1 | 69 | 4
- Cc1cc(C)n(-c2nc3c(c(=O)[nH]c(=O)n3C)n2Cc2cccc(Br)c2)n1
→ 81 | -1[fluorescence artefact?] | 10 | 90 | 2 | 129 | 0 | 103 | -10
- Cc1cc(OCCCn2ccnc2)cc(C)c1Cl
→ 77 | -13 | 4 | 105 | nt | 118 | -11 | nt | -7
- Cn1ccnc1SCC(=O)Nc1ccc2ccccc2c1
→ 96 | 4 | 9 | 98 | -42 | 104 | -22 | 101 | -25[fluorescence artefact?]
- O=C(CCCCCN1C(=O)CCC1=O)Nc1ccc(Cl)c(C(F)(F)F)c1
→ 94 | 5 | 1 | 118 | -53 | 107 | 0 | 108 | -4
- COc1ccccc1N(C(=O)CNS(=O)(=O)c1ccccc1)C(C(=O)NCc1ccco1)C(C)C (stereo not drawn)
→ 90 | 5 | -2 | 108 | -27 | 120 | -1 | 100 | -2
- CC1=C(C(N)=O)C(c2cccnc2)n2nc(SCc3ccccc3Cl)nc2N1 (stereo not drawn)
→ 85 | 1 | 6 | 82 | 7 | 119 | -3 | 84 | 10
- CC(C)CCn1c(S(=O)(=O)O)nc2ccccc21
→ 104 | 3 | 7 | 104 | 5 | 107 | 6 | 101 | -9
- COc1c(S(=O)(=O)N2CCN(c3ccc(F)cc3)CC2)ccc(Cl)c1Cl
→ 76 | -3 | -1 | 100 | -2 | 114 | -1 | 116 | 0
- Cc1cccc(NC(=O)NCCc2c[nH]c3ccccc23)c1
→ 69 | -5 | 6 | 97 | -68 | 94 | 10 | 100 | -10
- CC(=O)N1C(=O)C(=C2C=C(C)OC(C)=C2)c2ccccc21
→ nt | 9 | -3 | 77 | nt | 119 | -11 | 93 | -2[fluorescence artefact?]
- CCN1CCC2(CC1)C(C#N)=C(N)Oc1c2sc2nc(C)cc(C)c12
→ 62 | -1 | 8 | 70 | 4 | 107[fluorescence artefact?] | -3 | 93 | -1
- COCCN1C(=O)c2oc3ccccc3c(=O)c2C1c1cccc(O)c1 (stereo not drawn)
→ 88 | -4 | 3 | 100 | 10 | 113 | -9 | 98 | -12
- O=C(CCN1C(=O)C2C3C=CC(C3)C2C1=O)Nc1ccc2ncccc2c1 (stereo not drawn)
→ 94 | -1 | -3 | 87 | 4 | 99 | -2 | 113 | 4
- COC(=O)Cc1n[nH]c(=O)c2ccccc12
→ 110 | -17 | -1 | 104 | -4 | 83 | -4 | 117 | -6
- COc1ccc(C(O)C(CC(=O)NCCCOC(C)C)C(=O)NCCCOC(C)C)cc1OC (stereo not drawn)
→ 97 | 2 | -3 | 97 | nt | 106 | 3[fluorescence artefact?] | 111 | 0[fluorescence artefact?]
- Clc1ccc2nc(CN3CCCCCC3)cn2c1
→ 96 | -8 | 5 | 98 | 0 | 102 | -1 | 96 | -1[fluorescence artefact?]
- O=C(CSc1ccccn1)N1CCN(c2cccc(Cl)c2)CC1
→ 97 | 8 | 7 | 88 | -5 | 86 | 4 | 94 | -3
- CC(=NCCc1ccccc1)C1=C(O)COC1=O
→ 97 | 9 | 2 | 105 | 2 | 111 | -3 | 102 | 10
- CCCn1c(=C(C#N)C#N)s/c(=C2\C=Cc3ccccc3N2CC)c1=O
→ 100 | -13 | 5 | 105 | 8 | 102 | 0 | 95 | 4
- O=C(Cn1c(C(=O)NCCCN2CCOCC2)cc2sccc21)c1ccccc1
→ 95 | -25 | -1 | 102 | -2 | 110 | -3 | 110 | 10[fluorescence artefact?]
- CN1CCN(CCCNC(=O)c2ccc3c(c2)N(Cc2ccccc2)CCS3)CC1
→ 59 | 3 | 6 | 90 | nt | 84 | 9[fluorescence artefact?] | 102 | 5[fluorescence artefact?]
- Cc1ccc(C(C(=O)NC(C)(C)C)N(Cc2cccs2)C(=O)c2csnn2)cc1 (stereo not drawn)
→ 97 | 5 | 9 | 101 | 9 | 114 | 60* | 104 | -4
- CCN(CC)S(=O)(=O)N1CCC(C(=O)NC2CCCC2)CC1
→ 96 | -1 | 9 | 96 | -30 | 129 | -6 | 106 | 0[fluorescence artefact?]
- Cc1onc(-c2ccccc2)c1C(=O)N1CCCc2ccccc21
→ 112 | 7 | 8 | 95 | -2 | 118 | 0 | 88 | 2[fluorescence artefact?]
- COCCNC(=O)c1ccccc1-c1ccccc1C(=O)O
→ 95 | 1 | 3 | 88 | 2 | 133 | 7 | 99 | 0
- CCCOc1ccccc1C1NC(=O)NC(C)=C1C(=O)OCc1ccccc1 (stereo not drawn)
→ 95 | -12 | -1 | 110 | 3 | 87 | 24 | 100 | 25
- COc1ccc(CNC(=O)Nc2ccc(OC)cc2)cc1
→ 93 | 5 | 7 | 110 | -67 | 112 | -3 | 101 | -9
